CAL PDZ FP-1 = human CAL PDZ-peptide interaction inhibition; inhibition, % at 20 µM; purified CAL PDZ, TMR-peptide fluorescence polarization, 1 h; Q9HD26; AID 504414; 330,000 compounds, 0.02% hits;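 active = highest replicate inhibition of at least 40%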;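 also: plate controls were DMSO neutral control wells for no effect and unlabeled competitor peptide control wells for full effect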
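Control set: unlabelled peptide and DMSO controls / Material: purified CerCALP PDZ construct / Timing: 1 h incubation at room temperature before polarization reading / Doses: 20 µM, one dose / Detection: fluorescence polarization (mP)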
NSD2 HMT inh = inhibitors of human histone methyltransferase NSD2; O96028; NSD2 peptide methylation, AlphaScreen, 120 min; inhibition, % at 12.5 µM; 310,000 compounds, 0.54% hits; AID 743445; in the data active = inhibition above about 50%
CAL PDZ FP-2 = CAL PDZ (human) peptide binding inhibition; 300,000 compounds, 0.92% hits; inhibition, % at 24.9 µM; Q9HD26; AID 602252; purified CAL PDZ, TMR-peptide fluorescence polarization, 1 h;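 active = mean inhibition of at least 30% with at least half of replicates also reaching 30%; inconclusive = no clear call, values can overlap the other calls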;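 also: 0% = DMSO neutral control and 100% = excess unlabeled competitor peptide PRC23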
Rtt109 Vps75 = inhibitors of Candida albicans Rtt109/Vps75 histone acetyltransferase; AID 540336; purified Rtt109/Vps75, ThioGlo CoA-SH fluorescence, 4 h; 330,000 compounds, 0.16% hits; inhibition, % at 34.9 µM; Q5AAJ8;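 active = inhibition of at least 50% in every replicate; inconclusive = best replicate reaches 50% inhibition but some replicates fall short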
SR-BI HDL uptake = blocks mouse SR-BI lipid uptake from DiI-HDL | Q61009 | ldlA[mSR-BI] CHO cells, DiI-HDL uptake fluorescence, 3 h | inhibition, % at 12.5 µM | 320,000 compounds, 0.96% hits | AID 488896;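 active = mean replicate inhibition of at least 70% and a set share of replicates each scoring 70 or more; inconclusive = meets just one of the two criteria; inactive = fails both criteria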;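 also: 0% = median of neutral control wells and 100% = median of positive control wells; values of inactives mirror those of a sister screen read the other way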
Target sequence (Q61009 whole entry, looked up): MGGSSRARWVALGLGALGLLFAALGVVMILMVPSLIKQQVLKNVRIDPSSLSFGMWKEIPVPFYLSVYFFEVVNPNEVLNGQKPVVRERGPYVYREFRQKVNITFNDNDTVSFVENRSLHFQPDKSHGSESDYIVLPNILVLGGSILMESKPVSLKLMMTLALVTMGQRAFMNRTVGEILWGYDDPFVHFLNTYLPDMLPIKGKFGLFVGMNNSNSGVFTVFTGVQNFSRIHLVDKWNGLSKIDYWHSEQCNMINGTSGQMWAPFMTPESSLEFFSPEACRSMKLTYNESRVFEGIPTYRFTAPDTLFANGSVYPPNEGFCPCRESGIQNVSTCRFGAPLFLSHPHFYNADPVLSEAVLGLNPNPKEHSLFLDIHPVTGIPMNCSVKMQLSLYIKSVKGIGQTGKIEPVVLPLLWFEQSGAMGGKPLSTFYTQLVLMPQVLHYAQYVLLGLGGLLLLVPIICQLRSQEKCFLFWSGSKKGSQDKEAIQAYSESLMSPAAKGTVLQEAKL
MITF TRPM1 HTS = activators of MITF-driven TRPM1 promoter activity in SK-MEL-5 cells; 300,000 compounds, 0.75% hits; SK-MEL-5 TRPM1-promoter luciferase, 24 h; % of positive control, neutral wells = 0; activation, % at 12.5 µM;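 active = mean activation of at least 80% with every replicate also reaching 80%; inconclusive = mean reaches 80% but some replicate falls short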;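 also: 0% = neutral control wells and 100% = parthenolide positive control wells; values of inactives mirror those of a sister screen read the other way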
PfHsp90 set2 = reduces growth (ATP signal) of yeast expressing P. falciparum Hsp90 | 310,000 compounds, 0.32% hits | inhibition, % at 9.4 µM | AID 504621 | S. cerevisiae expressing PfHsp90, BacTiter-Glo ATP, 48 h; yeast lacking PDR1 and PDR3 efflux regulators;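 active = every replicate shows inhibition above about 80%, whatever the replicate mean, limit read from the data; inconclusive = mean inhibition reaches the set limit but some replicate falls short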;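 also: 0% = DMSO neutral controls and 100% = 20 µM radicicol positive controls; yeast relying on Plasmodium falciparum Hsp90 in place of its own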
PvdQ acylase = P. aeruginosa PvdQ acylase inhibition; purified PvdQ acylase, fluorescence plate reader; inhibition, % at 10 µM; 340,000 compounds, 0.063% hits; AID 488965; in the data active = inhibition above about 30%, passing the limit was not always enough; inconclusive = no clear call, values can overlap the other calls;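 also: 0% = vehicle neutral wells and 100% = reference inhibitor wells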
dFosB act = activators of mouse delta FosB homodimer. purified delta FosB, TAMRA-CDK5 oligo fluorescence polarization; percent of positive-control signal above neutral wells. activation, % at 25 µM. 340,000 compounds, 0.99% hits. AID 493131;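 active = mean activation above about 17%, with every replicate also reaching it, limit read from the data, passing the limit was not always enough; inconclusive = only one of the two conditions met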;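 also: fluorescence polarization rise as delta FosB binds a TAMRA Cdk5 AP-1 oligo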
Target sequence (P13346 whole entry, looked up): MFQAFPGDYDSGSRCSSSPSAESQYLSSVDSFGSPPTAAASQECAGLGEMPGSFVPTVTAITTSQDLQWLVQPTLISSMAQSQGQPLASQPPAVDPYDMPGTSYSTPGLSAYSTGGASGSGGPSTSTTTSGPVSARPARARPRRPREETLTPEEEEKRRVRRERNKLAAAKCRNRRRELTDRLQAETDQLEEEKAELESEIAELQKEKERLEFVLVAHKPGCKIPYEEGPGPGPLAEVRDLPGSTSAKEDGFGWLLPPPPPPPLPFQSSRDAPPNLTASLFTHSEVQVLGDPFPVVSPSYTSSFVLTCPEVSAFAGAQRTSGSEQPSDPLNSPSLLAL
SR-BI uptake up = SR-BI HDL lipid transfer activation; CHO ldlA[mSR-BI] cells, DiI-HDL uptake fluorescence, 3 h; 100 = double the neutral-control signal; 320,000 compounds, 0.096% hits; activation, % at 12.5 µM; AID 504775;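 active = mean replicate activation of at least 60% and every replicate at or above 60%; inconclusive = mean or all-replicate condition met, but not both; inactive = mean below 60% and not all replicates reaching 60%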;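 also: 0% = median plate neutral-control signal and 100% = twice that signal; values of inactives mirror those of a sister screen read the other way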
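Material – SR-BI-overexpressing, LDLR-lacking CHO cells · Medium – BSA-supplemented, HEPES-buffered Ham's F12, pH 7.4 · Doses – single concentration · Times – compound with DiI-HDL co-incubation, 3 h at 37 °C · Measured by – bottom-read fluorescence, 550/595 nm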
* hit, by the source's call; ? = inconclusive; . = no result given.

compound,CAL PDZ FP-1,NSD2 HMT inh,CAL PDZ FP-2,Rtt109 Vps75,SR-BI HDL uptake,MITF TRPM1 HTS,PfHsp90 set2,PvdQ acylase,dFosB act,SR-BI uptake up
CSc1ccc(C2(O)Cc3cccc[n+]3C2c2ccccc2)cc1 (stereo unspecified),-1.3,-8,-2,1,-6,.,-5,-14,-13,6
NC(=O)Cn1c(=O)n(CCCC(=O)NC2CCN(Cc3ccccc3)CC2)c(=O)c2ccccc21,1.5,-2,-7,1,-8,0,-6,7,-8,8
O=C(CSc1nnc(-c2ccccc2)n1Cc1ccco1)Nc1ccc(S(=O)(=O)N2CCCC2)cc1,-0.6,2,2,11,0,-22,8,9,3,0
CCN(Cc1nc2ccccc2c(=O)[nH]1)C(=O)COc1ccccc1-c1ccccc1,-1.8,-2,.,-6,13,-25,21,-11,-24,-13
O=C(CN1CCN(S(=O)(=O)c2ccc(F)cc2)CC1)Nc1ccc(Cl)c(C(F)(F)F)c1,-0.6,2,.,-2,-4,.,12,-8,-1,4
CCOC(=O)c1c(CC(C)C)csc1N,-0.2,1,.,8,11,0,-13,-3,-3,-11
O=C(O)c1cccc(N/N=C/c2ccc(OC(F)(F)F)cc2)c1,-0.1,1,-1,-10,-24,-73,-23,7,-1,24
CCN1C(=O)N[C@@H](c2cccs2)C(C(=O)OC)=C1C,0.3,.,-5,-6,-15,4,-22,-6,4,15
CC(=O)c1ccc(NC(=S)NC(=O)/C=C/c2ccco2)cc1,0.0,7,-3,-4,6,.,-7,28,-13,-6
CC(=O)c1c(C)[nH]c(C(=O)Nc2cccc(C)n2)c1C,0.1,-1,1,-4,17,60,-7,-10,-6,-17
CCCOc1ccc(/C=C2/C(=O)ON=C2C)cc1Cl,0.1,10,-5,0,-10,-13,20,-15,-1,10
COc1ccc(CN(C(=O)c2cc3ccccc3oc2=O)C2CCCCC2)cc1OC,-3.0,0,-3,11,5,35,-26,-8,-14,-5
CC(c1ccon1)N(C)Cc1cn(Cc2ccccc2)nc1-c1ccc2c(c1)OCO2 (stereo unspecified),-0.6,0,3,8,19,7,0,-2,-6,-19
COc1cccc(C2C(C(=O)c3cccs3)=C(O)C(=O)N2CCN2CCOCC2)c1OC (stereo unspecified),-1.2,.,-5,5,-12,-9,3,-11,8,12
CCOc1ccc(N(CC(=O)N2CCN(c3ccccc3OC)CC2)S(=O)(=O)c2ccc(F)cc2)cc1,0.2,1,-3,-8,9,5,-7,-13,-5,-9
COC(=O)c1ccc(C2/C(=C(/O)c3ccc(Cl)cc3)C(=O)C(=O)N2C2CCS(=O)(=O)C2)cc1 (stereo unspecified),-1.9,-2,-1,2,-17,-4,9,7,-1,17
CCOc1ccc(NS(=O)(=O)c2ccc(C(=O)NCC(c3ccc(OC)cc3)N3CCOCC3)cc2)cc1 (stereo unspecified),-2.6,0,-4,4,-8,5,.,-9,-8,8
Cn1cnnc1SCC(=O)NNC(=O)COc1ccc(Br)cc1,-0.9,-3,-1,.,-14,-11,16,-6,-8,14
CCCN1C(=O)C(=O)c2cc(Cl)ccc21,-1.5,.,-6,4,-16,-46,11,-14,-8,16
CC(O)CC(C(=O)NNc1ccccc1)C(=O)NNc1ccccc1 (stereo unspecified),-1.6,-1,-1,-2,-7,-9,20,-14,-5,7
O=C(CSc1nc2ccccc2s1)NNC(=O)Nc1ccc(Cl)c(Cl)c1,-1.9,1,-2,0,-14,-1,2,8,13,14
COc1cccc(C2(O)CCN(C(=O)C3CC3)CC2)c1,-0.4,-1,.,-7,-27,-8,2,-12,-3,27
C=CCNc1nc(C(=O)OCC(=O)Nc2cccc(SC)c2)cs1,-1.5,-2,-1,-6,1,3,-9,-5,-11,-1
O=C(c1ccc2c3n(nc2c1)-c1ccccc1CO3)N1CCOCC1,-1.7,.,-3,-1,5,49,29,-11,-1,-5
CCC(C(=O)Nc1c2c(nn1C(C)(C)C)CS(=O)(=O)C2)c1ccccc1 (stereo unspecified),1.1,-1,0,-7,-5,-13,2,-2,-1,5
C=C(C)C1CC=C(C)/C(=N/Nc2ccccc2[N+](=O)[O-])C1 (stereo unspecified),0.1,8,-2,-11,20,-6,-56,-8,-4,-20
CC1Cc2cc(S(=O)(=O)N3CCCCC3)ccc2N1C(=O)C1CCC1 (stereo unspecified),-1.0,-5,-3,-5,-10,11,6,-13,-13,10
CCCCc1[nH]c(=O)c(C#N)c2c1CCCC2,.,1,-2,-7,33,-5,-14,-21,0,-33
O=C(COC(=O)Cc1ccsc1)Nc1ccc(Br)cc1,0.0,-3,6,-3,-13,-8,14,4,6,13
C=CCN1C(=O)N/C(=C/c2ccccc2OCC(=O)Nc2ccc(F)cc2)C1=O,-1.9,0,4,?,13,19,14,6,7,-13

Single records, from the list above:
CCC(C(=O)Nc1c2c(nn1C(C)(C)C)CS(=O)(=O)C2)c1ccccc1 (stereo unspecified) reads CAL PDZ FP-1: 1.1; NSD2 HMT inh: -1; CAL PDZ FP-2: 0; Rtt109 Vps75: -7; SR-BI HDL uptake: -5; MITF TRPM1 HTS: -13; PfHsp90 set2: 2; PvdQ acylase: -2; dFosB act: -1; SR-BI uptake up: 5
C=CCN1C(=O)N/C(=C/c2ccccc2OCC(=O)Nc2ccc(F)cc2)C1=O reads CAL PDZ FP-1: -1.9; NSD2 HMT inh: 0; CAL PDZ FP-2: 4; Rtt109 Vps75: ?; SR-BI HDL uptake: 13; MITF TRPM1 HTS: 19; PfHsp90 set2: 14; PvdQ acylase: 6; dFosB act: 7; SR-BI uptake up: -13

Next part.
compound,CAL PDZ FP-1,NSD2 HMT inh,CAL PDZ FP-2,Rtt109 Vps75,SR-BI HDL uptake,MITF TRPM1 HTS,PfHsp90 set2,PvdQ acylase,dFosB act,SR-BI uptake up
Cc1cc(C)n(/C(=C\N(C)C)C(=O)c2ccc(Cl)cc2)n1,-0.2,-3,-4,2,-10,9,.,-3,-7,10
CCc1ccc(OCC(=O)NNC(=O)c2c(CC)noc2C)cc1,-0.3,0,.,-3,-17,-4,4,-10,3,17
Cc1ccc(C2(C)NC(=O)N(CC(=O)Nc3nc(-c4ccccn4)cs3)C2=O)cc1 (stereo unspecified),-2.7,.,-9,10,25,-25,-12,-10,-19,-25
COc1ccccc1-n1cnnc1SC(C)C(=O)NCC1CCCO1 (stereo unspecified),-0.9,-1,.,-3,-10,-10,10,3,1,10
Cc1cc(=O)c(C(=O)O)nn1-c1ccccc1Cl,-1.3,0,-3,-7,-10,14,-26,0,2,10
CCc1nc2ccc(C(=O)N(C)CC(=O)Nc3ccccc3C(F)(F)F)cc2nc1CC,-1.5,-1,-3,2,30,0,-11,3,-2,-30
COCCCN1C(=O)C(=O)/C(=C(/O)c2ccc(S(=O)(=O)N3CCOCC3)cc2)C1c1cccc(Cl)c1 (stereo unspecified),-1.4,-3,-5,-6,1,-14,5,-3,-5,-1
Cc1cccc(NC(=S)Nc2cccc3ccccc23)c1,3.9,1,-2,1,32,-20,16,-17,-7,-32
Cc1ccc(NC(=O)CN2C(=O)COc3ccc(C)cc32)nc1,-1.4,-1,0,0,5,-6,-23,-17,-2,-5
Cc1cc(NC(=O)CSc2nnnn2-c2ccc(C(C)C)cc2)no1,-2.5,-3,4,-4,-13,-7,-19,-7,-7,13
Cc1nn(C)c(Cl)c1CN1CCN(CC(C)C)C(CCO)C1 (stereo unspecified),-0.2,-2,0,5,2,1,-6,3,1,-2
OC1(CC#CCN2CCCCC2)c2ccccc2-c2ccccc21,-1.6,-1,-6,-1,0,-9,1,-4,-6,0
CCOC(=O)C1(Cc2cccc(Cl)c2)CCCN(C(=O)CCC(=O)N(C)C)C1 (stereo unspecified),-2.6,-4,1,14,-6,30,4,11,-3,6
CCCOc1ccc(C(=O)NCC(c2ccco2)N(C)C)cc1OC (stereo unspecified),-2.8,0,-2,4,9,-8,1,3,-6,-9
CCOc1cc(C(N)=O)cc(Br)c1OC,-1.2,2,0,-4,13,.,.,-6,-3,-13
N#C/C(=C\c1ccc(-c2ccccc2)o1)C(=O)Nn1cnnc1,-2.4,28,-7,30,-28,-11,15,-5,-2,28
O=C(NC(Cc1ccccc1)C(=O)O)/C(=C\c1ccc(Cl)cc1)NC(=O)c1ccco1 (stereo unspecified),-1.8,1,-1,-1,19,4,21,-12,4,-19
CC(C)(C)C(=O)CSc1ccc(S(=O)(=O)N2CCN(Cc3ccccc3)CC2)cn1,-0.7,1,-2,-4,-8,0,0,2,-17,8
COc1ccc2[nH]c3c(=O)n4c(nc3c2c1)SCCC4,-0.1,-6,1,-3,1,-6,0,-3,-8,-1
COC(=O)c1cc2c(n1S(=O)(=O)c1ccc(C)cc1)C(=O)C(=O)c1[nH]cc(C(=O)OCc3ccccc3)c1-2,2.2,6,5,-11,88*,.,-38,-13,-14,-88
Nc1[nH][nH]c(=O)c1N=Nc1cccc(Cl)c1,1.2,1,-2,5,-12,8,-43,-10,0,12
COc1cc(/C=C2\C(=O)N(c3ccc(S(N)(=O)=O)cc3)N=C2C)ccc1OC(=O)c1ccco1,-6.1,28,.,1,-6,5,-20,-2,-19,6
COc1cc(C(=S)N2CCOCC2)cc(OC)c1OS(=O)(=O)c1ccc(NC(C)=O)cc1,0.1,-4,-3,-31,-17,0,13,-10,-9,17

Reformatted: entries from further up.
Every second line gives: CAL PDZ FP-1	NSD2 HMT inh	CAL PDZ FP-2	Rtt109 Vps75	SR-BI HDL uptake	MITF TRPM1 HTS	PfHsp90 set2	PvdQ acylase	dFosB act	SR-BI uptake up
CC(C)(C)C(=O)CSc1ccc(S(=O)(=O)N2CCN(Cc3ccccc3)CC2)cn1
→ -0.7	1	-2	-4	-8	0	0	2	-17	8
COc1ccc2[nH]c3c(=O)n4c(nc3c2c1)SCCC4
→ -0.1	-6	1	-3	1	-6	0	-3	-8	-1
COC(=O)c1cc2c(n1S(=O)(=O)c1ccc(C)cc1)C(=O)C(=O)c1[nH]cc(C(=O)OCc3ccccc3)c1-2
→ 2.2	6	5	-11	88*	.	-38	-13	-14	-88
Nc1[nH][nH]c(=O)c1N=Nc1cccc(Cl)c1
→ 1.2	1	-2	5	-12	8	-43	-10	0	12
COc1cc(/C=C2\C(=O)N(c3ccc(S(N)(=O)=O)cc3)N=C2C)ccc1OC(=O)c1ccco1
→ -6.1	28	.	1	-6	5	-20	-2	-19	6

Bioassay records from PubChem BioAssay.
